# Assay outcomes (PubChem BioAssay)
# Rtt109 Vps75 = C. albicans Rtt109 histone acetyltransferase inhibition; Q5AAJ8; purified Rtt109/Vps75, ThioGlo CoA-SH fluorescence, 4 h; inhibition, % at 34.9 µM; 330,000 tested, 0.16% active; AID 540336;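 active = inhibition of at least 50% in every replicate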
# cardiac RTF act = increases calcium sensitivity of human cardiac regulated thin filaments; P19429+P45379; IANBD-labeled TnC RTF fluorescence at EC20 calcium; 0% EC20 calcium, 100% full calcium; activation, % at 7.2 µM; 340,000 tested, 0.24% active; AID 493008;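 active = activation above the mean over all tested compounds plus 3 SD, cut at about 30% in these data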;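 note: rise in fluorescence read as greater calcium sensitivity of cardiac thin filaments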
# RTF Ca sens inh = cardiac RTF calcium desensitization; 340,000 tested, 0.12% active; inhibition, % at 7.15 µM; IANBD-labeled cardiac RTF, Ca2+ fluorescence; AID 493244;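 active = inhibition above the mean inhibition of all tested compounds plus 3 SD, cut at about 17% in these data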;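 note: assay run at fixed EC70 calcium of 1.6 mM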
# Keap1-Nrf2 PPI = inhibitors of human Keap1-Nrf2 protein-protein interaction; 340,000 tested, 0.15% active; AID 504523; Keap1 Kelch-Nrf2 peptide fluorescence polarization, 1536-well; inhibition, % at 9.4 µM; in the data active = inhibition above about 12%;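 note: human Keap1 Kelch domain with fluorescein labeled Nrf2 9mer peptide probe; 0% = neutral control wells and 100% = peptide positive control; higher means more block of Keap1 binding to Nrf2 peptide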
# Target sequence (Q14145 whole entry, looked up, the tested form may be a part): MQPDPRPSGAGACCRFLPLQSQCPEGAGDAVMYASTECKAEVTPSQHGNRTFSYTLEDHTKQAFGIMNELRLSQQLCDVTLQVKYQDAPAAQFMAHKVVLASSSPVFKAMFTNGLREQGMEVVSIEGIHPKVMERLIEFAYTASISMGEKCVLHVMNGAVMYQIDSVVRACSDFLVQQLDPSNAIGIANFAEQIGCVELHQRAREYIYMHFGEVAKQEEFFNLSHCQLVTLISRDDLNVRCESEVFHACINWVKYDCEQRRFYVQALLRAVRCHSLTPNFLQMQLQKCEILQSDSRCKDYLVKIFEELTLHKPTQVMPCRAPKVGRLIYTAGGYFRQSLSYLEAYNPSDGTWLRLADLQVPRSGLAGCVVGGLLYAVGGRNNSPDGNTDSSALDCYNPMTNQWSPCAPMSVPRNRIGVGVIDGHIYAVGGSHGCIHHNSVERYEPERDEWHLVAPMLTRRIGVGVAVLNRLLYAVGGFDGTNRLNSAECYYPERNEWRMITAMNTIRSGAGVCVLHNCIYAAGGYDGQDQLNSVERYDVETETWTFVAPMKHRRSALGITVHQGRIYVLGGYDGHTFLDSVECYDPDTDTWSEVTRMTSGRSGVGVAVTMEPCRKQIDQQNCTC
# CAL PDZ FP-1 = inhibitors of human CAL PDZ peptide binding. Q9HD26. purified CAL PDZ, TMR-peptide fluorescence polarization, 1 h. inhibition, % at 24.9 µM. 300,000 tested, 0.92% active. AID 602252;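 active = mean inhibition of at least 30% with at least half of replicates also reaching 30%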;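 note: 0% = DMSO neutral control and 100% = excess unlabeled competitor peptide PRC23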
# SR-BI uptake up = activators of SR-BI mediated HDL lipid uptake | activation, % at 12.5 µM | 320,000 tested, 0.096% active | CHO ldlA[mSR-BI] cells, DiI-HDL uptake fluorescence, 3 h; 100 = double the neutral-control signal;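 active = mean replicate activation of at least 60% and every replicate at or above 60%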;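 note: 0% = median plate neutral-control signal and 100% = twice that signal; values of inactives mirror those of a sister screen read the other way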
#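 System: LDL receptor-deficient CHO ldlA cells overexpressing murine SR-BI | Timing: 3 h uptake period with compound, 37 °C | Medium: HEPES-buffered (25 mM, pH 7.4) F12 plus 0.5% BSA | Dosing: Single-point compound dose | Signal: Bottom-read fluorescence, 550/595 nm | Read-out: Retained DiI signal reflecting DiI-HDL uptake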
# DAGLB inh = diacylglycerol lipase beta (human) inhibition; Q8NCG7; HEK293T DAGLB membrane lysate, EnzChek fluorogenic substrate; inhibition, % at 5.17 µM; 340,000 tested, 0.059% active; in the data active = inhibition above about 34%;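 note: 0% = enzyme with vehicle and 100% = wells lacking enzyme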
# C-LANA FP = inhibitors of KSHV LANA C-terminal domain DNA binding; MBP-C-LANA/FAM-LBS DNA binding, fluorescence polarization; inhibition, % at 9 µM; 340,000 tested, 0.078% active; AID 504423;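 active = highest replicate inhibition at or above 60% at 9 µM, even if other replicates fall short; inactive = all replicates below 60% inhibition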;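 note: 0% = neutral control wells and 100% = 4 µM acridine orange control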
# PKA-R2B act = activators of human PKA-R2B complex; activation, % at 11.4 µM; 340,000 tested, 0.079% active; P22694+P31323; PKA-R2B holoenzyme dissociation, Cy5-IP20 fluorescence polarization; R2B truncated from residue 108, S112A mutant; 0% DMSO only, 100% 113 µM cGMP;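 active = activation above a cutoff set at the mean over all compounds plus 3 SD, cut at about 18% in these data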;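 note: higher means more holoenzyme dissociation and a rise in polarization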
# Target sequence (P31323 whole entry, looked up, other chains not shown, the tested form may be a part): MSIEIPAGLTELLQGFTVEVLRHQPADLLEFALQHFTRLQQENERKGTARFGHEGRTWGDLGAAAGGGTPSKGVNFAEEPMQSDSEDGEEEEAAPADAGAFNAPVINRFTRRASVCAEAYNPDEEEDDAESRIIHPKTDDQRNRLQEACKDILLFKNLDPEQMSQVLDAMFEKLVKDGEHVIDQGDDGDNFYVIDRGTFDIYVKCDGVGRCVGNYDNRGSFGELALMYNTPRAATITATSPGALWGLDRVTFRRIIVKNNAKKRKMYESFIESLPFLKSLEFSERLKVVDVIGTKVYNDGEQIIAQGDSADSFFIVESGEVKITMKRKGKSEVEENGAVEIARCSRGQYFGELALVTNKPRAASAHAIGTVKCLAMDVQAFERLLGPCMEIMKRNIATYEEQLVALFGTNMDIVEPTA
# CAL PDZ FP-2 = blocks peptide binding to human CAL PDZ domain | AID 504414 | purified CAL PDZ, TMR-peptide fluorescence polarization, 1 h | 330,000 tested, 0.02% active | inhibition, % at 20 µM;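 active = highest replicate inhibition of at least 40%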;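 note: plate controls were DMSO neutral control wells for no effect and unlabeled competitor peptide control wells for full effect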
#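 Read-out basis: mP drop reported as inhibition | Assay system: Tagged CAL PDZ protein CerCALP, purified | Benchmarks: Unlabelled peptide for full inhibition, DMSO wells as neutral | Schedule: 1 h incubation at room temperature before polarization reading | Buffer or medium: Sodium phosphate/NaCl buffer pH 7.4 with TCEP, IgG, Thesit | Doses: Single point, 20 µM | Measured by: Fluorescence polarization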
# * hit, by the source's call; . = no result given.
SMILES,Rtt109 Vps75,cardiac RTF act,RTF Ca sens inh,Keap1-Nrf2 PPI,CAL PDZ FP-1,SR-BI uptake up,DAGLB inh,C-LANA FP,PKA-R2B act,CAL PDZ FP-2
Cc1ccc(-c2nc(NCc3ccco3)c3ccccc3n2)cc1,-5,-1,4,-1,-5,18,-4,-1.4,-2,-1.5
CCOc1cc(/C=C2/C(=O)N(c3ccccc3)N=C2C)ccc1OC(=O)c1cccs1,2,0,-1,-2,.,-4,-2,-0.8,-9,0.2
COc1ccc(CNC(=O)CCCn2nc(C)n3c(cc4sccc43)c2=O)cc1,-16,5,-4,0,1,1,-2,-1.3,-1,-1.4
Cc1oc(-c2ccccc2F)nc1CN1CCC(C(=O)NCc2cccnc2)CC1,-4,-4,1,-1,-6,-25,5,-0.1,-14,-0.5
O=C(N/N=C/c1ccc([N+](=O)[O-])o1)c1ccc(O)cc1,27,4,0,-5,-1,11,5,1.1,9,0.5
Cc1ccc(C(=O)NCCOc2cccc3cccnc23)cc1Cl,9,-2,-2,2,2,-9,-5,-0.5,1,-3.0
N#CCC(=O)N/N=C/c1c(-c2ccccc2)n(-c2ccccc2)c2ccccc12,4,-7,7,4,-4,-1,-1,0.6,-7,-0.1
Cc1ccc(/C(=N/Nc2nc3ccccc3s2)C2=C(O)c3ccccc3C2=O)cc1,7,-2,6,2,-5,-43,2,-0.8,-5,-2.8
NC(=NC(=O)c1cccc(C(F)(F)F)c1)c1ccc(C(F)(F)F)cn1,7,-5,-5,6,-4,-4,-12,2.0,1,-1.7
CC(C)Cn1c(N)c(C(=O)COC(=O)c2ccc(Cl)cc2)c(=O)n(C)c1=O,9,-3,-2,-1,-5,-46,-3,0.4,-5,-2.8
CCCS(=O)(=O)N1CCC(C(=O)NCCC(C)C)CC1,-10,-3,-5,2,-5,11,1,-1.6,0,-2.6
CCCCNC(=O)/C=C/c1cccs1,-4,1,2,-1,-3,20,0,-0.6,3,-0.9
Cc1nc2ccccc2nc(=O)c1NNc1ccc([N+](=O)[O-])cc1,.,4,-4,-1,2,2,2,0.8,3,1.7
CC(=O)N1CCC(=O)N(C(C)C)c2ccccc21,19,-3,-4,-4,-2,12,1,-1.3,-9,-0.6
O=C(COC(=O)c1ccc([N+](=O)[O-])s1)NC(=O)NCc1ccccc1,29,-7,-6,0,-1,15,0,0.6,-2,-1.6
COc1ccc(C2SCCN2C(=S)Nc2ccc(F)cc2)cc1 (stereo not given),3,3,-8,-5,0,-4,-3,1.7,-15,-2.5
Cc1cnc(CN2CCc3c([nH]c4ccccc34)C2C2CCCCC2)[nH]1 (stereo not given),-9,-4,-10,-2,0,-13,0,0.2,-2,-0.6
CCOC(=O)c1cc(OC(=O)c2cccc([N+](=O)[O-])c2)n(-c2ccccc2)n1,1,1,1,7,-3,9,1,-3.3,-7,0.8
CO/N=C(/CNC(=O)c1ccc(Cl)cc1Cl)c1ccc(Cl)cc1,3,-4,-2,2,-1,-12,-8,-0.2,-9,0.1
CCOC(=O)N1CCC(N(CCN(C)C)C(=S)Nc2cc(C)ccc2C)CC1,6,6,-7,0,-1,6,0,1.3,-6,0.5
CCCCCCC1CCC(C(=O)N2CCOCC2)CC1 (stereo not given),5,0,7,2,-2,0,-3,0.0,-8,-1.5
CCOc1ccc(S(=O)(=O)N2CCCC(C(=O)NCc3ccncc3)C2)cc1Cl (stereo not given),-1,-6,-1,-4,-4,.,0,-0.5,-11,1.8
Cc1ccccc1C(=O)Nc1c(C(=O)N(CCN(C)C)Cc2ccco2)oc2ccccc12,-2,1,-3,-4,-5,1,-2,0.7,2,-3.1
COc1ccccc1C(=O)Nc1cc(C)on1,2,-7,-1,-2,-1,11,0,7.0,-1,.
COC(=O)c1c(NC(=O)CN2CCN(c3ccccc3Cl)CC2)sc(C)c1C,-7,-1,-24,-6,3,-38,-8,-0.2,5,-0.9
C=CCN1C(=O)c2ccccc2Sc2ccc(C(=O)NCC(OC)OC)cc21,6,14,-7,0,-4,0,1,1.4,3,-0.7
NC(N)=NCCCC(NC(=O)c1ccccc1)C(=O)Nc1ccc([N+](=O)[O-])cc1 (stereo not given),-2,-2,9,-8,-1,-2,1,1.5,-2,-0.9
O=S(=O)(Nc1ccc(-n2cccc2)cc1)c1ccc(F)cc1,-1,5,-8,0,-9,3,-3,0.4,-3,-6.4
CCOc1ccc(CNC(=O)C2CCC(=O)N2C2CCCC2)cc1OC (stereo not given),6,4,0,-5,1,28,-1,1.0,4,0.0
CC(C)n1cc(CN2CCC(C(=O)Nc3ccc(Oc4ccccc4F)cc3)CC2)cn1,2,3,-5,-5,-1,0,2,-0.9,-2,-3.7
CCN1C(=O)C(C(=O)NC(C)c2ccccc2)C2CC1(C)Oc1ccccc12 (stereo not given),-4,7,4,-2,-5,-21,-1,3.1,-10,-0.6
Cc1cc(C)nc(SCNC(=O)c2ccccc2)n1,-1,-7,-8,-5,0,14,-1,-1.3,2,.
COc1ccc(NS(=O)(=O)c2cccc(C(=O)NNC(=O)CNC(=O)c3ccc(C)cc3)c2)cc1,1,-1,-4,-3,-2,18,0,-2.0,7,-3.0
Cn1ccnc1SCC(=O)c1ccc(O)cc1,-4,-1,5,-2,-1,16,-2,-1.1,14,0.1
Cc1ccccc1NC(=O)C1COc2ccccc2O1 (stereo not given),3,2,-4,-5,-4,5,-4,1.0,5,-0.8
Cc1nc(C(Cl)(Cl)Cl)nc2[nH]ccc(=O)c12,-1,2,-2,1,1,10,1,1.3,4,-2.4
CCOC(=O)c1ccccc1NC(=S)N1CCN(C(=O)c2ccco2)CC1,3,-8,-12,3,-5,10,-2,-0.4,-2,-3.2
O=[N+]([O-])c1ccc(OCCOc2ccccc2/C=N/n2cnnc2)cc1,7,-4,10,3,-5,12,-1,-0.8,-6,-2.9
COC(=O)[C@H](C)NC(=O)NC1CCN(Cc2ccccc2)CC1,3,-1,-6,2,-2,-3,0,-0.2,-4,0.4
COc1ccc(C(=O)Nc2cc(C)c(NC(=O)c3ccccn3)cn2)cc1,5,12,1,-3,-2,-41,-2,0.8,-11,-1.6
CC(C)c1ccc(C2NC(=O)CCC2[N+](=O)[O-])cc1 (stereo not given),-6,-3,-4,4,-3,8,0,-0.1,-4,-1.9
CCSc1nc2nc(C)cc(C)n2n1,-2,3,-8,-1,-1,20,-1,-0.6,14,.
Cn1c(COc2ccccc2O)[n+](C)c2ccccc21,4,-1,1,1,-1,11,-3,.,-16,-0.4
Cc1ccc(-n2c(SCC(=O)NNC(=S)Nc3ccccc3)nc3ccccc3c2=O)cc1,15,4,-5,-2,-1,.,4,-1.0,-10,0.2
O=C(CCSC1=NCCCN1)c1ccc(F)cc1,-10,-3,1,-35,-6,2,-1,-0.2,-1,-0.5
Cn1c(=O)cc(OCCCC(=O)N2CCCCC2)c2ccccc21,-25,-1,-2,-2,.,-10,-2,-0.3,-1,-0.4
NC(=O)c1cc(-c2ccccc2)sc1NC(=O)CN1CCCCC1,.,-2,1,-7,-2,-73,2,0.6,4,-2.1
O=C(NNC(=O)c1ccccc1Br)c1ccc(SCC2CCCO2)c([N+](=O)[O-])c1 (stereo not given),-4,2,-13,-10,-3,-24,-2,-2.0,4,-1.1
O=C(CSc1nnc(CCCOc2ccc(Cl)cc2Cl)o1)Nc1ccc(C(=O)O)cc1,15,11,-3,1,1,58,1,2.0,-18,-0.9
CC(C)N(Cc1nc(-c2ccccc2)no1)C(=O)CN(C)S(=O)(=O)c1ccc(Br)cc1,3,0,2,-2,.,-34,-3,0.3,-5,-1.3
CSc1ccc(C(=O)c2[nH]c(=O)[nH]c2C)cc1,4,4,-6,-4,-3,0,1,-0.6,7,-1.1
CSCC(C)N1CCC(n2nccc2NC(=O)CCc2ccccc2)CC1 (stereo not given),-26,8,-13,7,-1,13,-2,7.7,-1,-1.5
CCOC(=O)c1c(C)[nH]c(C(=O)OCC(=O)Nc2ccc(Cl)cn2)c1C,13,1,-1,-2,-3,16,-3,-1.3,5,-0.1
OCCC1CN(Cc2ccc(F)cc2Cl)CCN1CCc1ccccc1 (stereo not given),8,0,-1,-1,-3,-14,-7,-0.3,-7,2.5
Nc1cc(=O)[nH]c2ncnn12,4,4,-15,3,2,12,-4,-0.2,-6,0.0
Cc1cccc(NC(=O)c2ccc(OCc3c(C)noc3C)cc2)n1,5,8,-14,-12,-4,-39,-5,-0.7,-2,-4.3
COc1cccc(NC(=S)N(Cc2cccc(Br)c2)CC2CCC(C(=O)O)CC2)c1 (stereo not given),15,6,-2,-2,.,6,5,-0.8,7,-0.6
COc1ccc(N(CC(=O)N2CCc3ccccc32)S(=O)(=O)c2c(C)nn(C)c2C)cc1,5,3,-8,3,-4,-2,2,1.6,0,-0.8
O=c1ccc2cc([N+](=O)[O-])c(CCO)cc2o1,-3,-1,6,-1,-4,11,1,2.2,-7,-0.8
Cc1ccc(S(=O)(=O)/N=C2\C(=O)c3ccccc3C([O-])=C2n2cc[n+](CCC(C)C)c2)cc1,-6,-21,-16,-3,-2,31,7,0.7,0,-0.9

# The list goes on:
SMILES,Rtt109 Vps75,cardiac RTF act,RTF Ca sens inh,Keap1-Nrf2 PPI,CAL PDZ FP-1,SR-BI uptake up,DAGLB inh,C-LANA FP,PKA-R2B act,CAL PDZ FP-2
Cc1ccc(C(=O)NNC(=O)c2ccccc2-n2cccc2)cc1,12,2,-2,-3,.,10,-3,-0.4,-9,0.4
COc1ccc(S(=O)(=O)N2CCN(C(=O)C3CC3)CC2)cc1Br,2,0,-13,-4,3,7,-1,0.9,6,-2.6
Cc1ccc(OCC(O)Cn2c(=N)n(CCN3CCOCC3)c3ccccc32)cc1 (stereo not given),-5,1,4,-5,-5,10,-3,-1.0,-4,-1.6
CS(=O)(=O)N1CCc2cc(C(=O)Nc3cccc([N+](=O)[O-])c3)ccc21,6,-5,-1,-1,1,-68,-1,1.0,3,-0.1
O=C(NCc1ccc2c(c1)OCO2)c1nc(Cn2ccc([N+](=O)[O-])n2)no1,9,0,0,0,-2,.,2,2.7,-4,-0.1
CCc1ccccc1NC(=O)c1nnn(CC(=O)Nc2cccc(C)c2C)c1N,-1,2,-3,5,-5,0,-1,-0.1,2,.

# Entries listed so far that have two or more sulfur atoms, in the order listed:
SMILES,Rtt109 Vps75,cardiac RTF act,RTF Ca sens inh,Keap1-Nrf2 PPI,CAL PDZ FP-1,SR-BI uptake up,DAGLB inh,C-LANA FP,PKA-R2B act,CAL PDZ FP-2
COc1ccc(C2SCCN2C(=S)Nc2ccc(F)cc2)cc1 (stereo not given),3,3,-8,-5,0,-4,-3,1.7,-15,-2.5
Cc1ccc(-n2c(SCC(=O)NNC(=S)Nc3ccccc3)nc3ccccc3c2=O)cc1,15,4,-5,-2,-1,.,4,-1.0,-10,0.2
